MT1-MMP act inh: blocks activation of human MT1-MMP; P50281; HT1080 RFP-PRO-GFP cells, GFP/RFP ratio fluorescence, overnight; percent of plate control window, DMSO zero; GFP/RFP ratio change, % at 20 µM; 0.061% of 360,000 active;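 active = GFP/RFP ratio change of at least 30% with cell ATP level not reduced by more than half and red fluorescence within 50% of control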; also: strong numbers were not always called active
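Assay system: RFP-PRO-GFP reporter HT1080 cells; read-out basis: GFP/RFP fluorescence ratio; benchmarks: DMSO wells and RFP-L50D-GFP cells; doses: 20 µM single dose, 1% DMSO; schedule: overnight cell settling, then overnight compound exposure, 37 °C, 5% CO2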
Neddylation inh: cullin neddylation inhibition; calls only at 25 µM; AID 651699; P61081+Q13564; TR-FRET cullin neddylation, biochemical; 0.58% of 360,000 active; in the data active = inhibition above about 36%
NRP1-CendR mod: modulators of CendR peptide binding to human neuropilin-1. FAM-RPARPAR peptide binding to NRP-1, fluorescence polarization. inhibition, % at 25 µM. 0.85% of 360,000 active. O14786;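 active = inhibition or corrected inhibition above about 18%, plus a signal ratio from 0.5 to 1.5, limit read from the data, passing the limit was not always enough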; also: strong numbers were not always called active
FAS TE block: blocks the thioesterase domain of human fatty acid synthase; P49327; recombinant FAS-TE, OMFH fluorogenic substrate, fluorescence endpoint; inhibition, % at 15 µM; 0.67% of 360,000 active;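 active = compounds whose normalised, plate-corrected inhibition of enzyme fluorescence in the single-dose primary screen is 50% or more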;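 also: 0% = DMSO with enzyme and 100% = substrate without enzyme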
E coli Lon inh: inhibitors of E. coli Lon protease. purified E. coli Lon protease, fluorescence polarization. inhibition, % at 7.94 µM. 0.42% of 360,000 active. AID 602123; in the data active = inhibition above about 13%, passing the limit was not always enough;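 also: 0% = enzyme with probe and DMSO and 100% = no enzyme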
Target sequence (P0A9M0 whole entry, looked up): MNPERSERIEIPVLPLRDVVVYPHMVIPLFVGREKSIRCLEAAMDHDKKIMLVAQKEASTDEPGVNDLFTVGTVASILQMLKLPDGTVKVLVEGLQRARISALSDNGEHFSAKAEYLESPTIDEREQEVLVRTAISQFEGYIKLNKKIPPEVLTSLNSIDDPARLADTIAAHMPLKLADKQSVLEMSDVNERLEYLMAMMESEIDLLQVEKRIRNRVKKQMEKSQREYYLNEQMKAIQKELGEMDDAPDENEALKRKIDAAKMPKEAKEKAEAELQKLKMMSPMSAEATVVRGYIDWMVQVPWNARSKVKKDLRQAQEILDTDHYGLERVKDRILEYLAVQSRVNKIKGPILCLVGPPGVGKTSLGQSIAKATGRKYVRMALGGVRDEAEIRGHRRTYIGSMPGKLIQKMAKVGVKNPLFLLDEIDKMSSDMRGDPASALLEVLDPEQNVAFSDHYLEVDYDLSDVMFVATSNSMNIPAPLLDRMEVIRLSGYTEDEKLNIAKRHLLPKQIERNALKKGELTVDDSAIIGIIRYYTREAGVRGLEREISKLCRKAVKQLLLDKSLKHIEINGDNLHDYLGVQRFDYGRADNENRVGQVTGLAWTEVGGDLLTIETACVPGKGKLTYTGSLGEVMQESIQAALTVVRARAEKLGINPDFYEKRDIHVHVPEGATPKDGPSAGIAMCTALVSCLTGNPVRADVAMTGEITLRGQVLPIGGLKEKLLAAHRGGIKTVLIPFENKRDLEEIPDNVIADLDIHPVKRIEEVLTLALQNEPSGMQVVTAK
MsrA inhibitor: inhibits bovine methionine sulfoxide reductase A. inhibition, % at 15.5 µM. 0.75% of 360,000 active. AID 651718. purified bovine MsrA, absorbance read-out; in the data active = inhibition above about 4.5%;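 also: 0% = vehicle wells with enzyme and 100% = reference inhibitor wells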
MsrA act: activators of bovine methionine sulfoxide reductase A | 0.3% of 360,000 active | purified bovine MsrA, absorbance read-out | activation, % at 10.6 µM; in the data active = activation above about 7.5%;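 also: 0% = vehicle and 100% = reference activator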
SKN-1 block: blocks SKN-1 activity in C. elegans | C. elegans VP596 Pgst-4::GFP/RFP ratio, acrylamide-induced, 24 h | 0.49% of 360,000 active | inhibition, % at 21.8 µM;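 active = interference check ratio from 0.5 to 1.5 plus GFP to RFP signal ratio inhibition reaching or exceeding a fixed threshold, cut at about 30% in these data, passing the limit was not always enough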; also: some compounds called inactive have numbers as strong as hits
Rin1-Abl PPI inh: inhibitors of human Rin1-Abl protein interaction; AID 588664; TR-FRET Rin1/Abl binding, biochemical; inhibition, % at 7.35 µM; 0.4% of 360,000 active; in the data active = inhibition above about 5%, passing the limit was not always enough
* hit, by the source's call; i = inactive; · = no result given.

SMILES	MT1-MMP act inh	Neddylation inh	NRP1-CendR mod	FAS TE block	E coli Lon inh	MsrA inhibitor	MsrA act	SKN-1 block	Rin1-Abl PPI inh
CCCN(CCC)C(=O)Cn1c(=O)n(CCCCCC(=O)Nc2ccccc2)c(=O)c2sccc21	1	i	-4	-4	8	1.6	-3	7	3
O=C(CCS(=O)(=O)c1ccccc1)NCCS(=O)(=O)c1ccccc1	3	i	14	-5	-10	-0.3	-3	4	1
Clc1ccc(-c2noc(CN3CCOCC3)n2)cc1	0	i	-12	-6	9	-1.1	-1	8	0
Cc1nc(=O)c(-c2ccccc2)c(C)n1-c1ccccc1	·	i	0	-8	4	-0.1	-2	-7	-2
CC(=O)N1CCc2cc(S(=O)(=O)NC(Cc3ccccc3)C(=O)NCCN3CCCCC3C)ccc21 (centres undefined)	1	i	4	-4	-1	0.7	-3	2	0
CC(C)(C)c1ccc(C(CC(=O)O)NC(=O)CSc2ccccc2)cc1 (centres undefined)	-2	i	11	-4	6	-0.4	-10	4	0
COc1ccc2c(c1)cc1n2CCN=C1N	0	·	2	-5	-11	0.0	-2	1	-2
Cc1c(CN2CCC(C)CC2)c(=O)n(-c2ccccc2)n1C	-2	i	-8	-7	-2	0.5	-2	8	0
O=C(O)c1ccccc1SCC(=O)N1CCCCC1	-3	i	28*	-4	-9	-0.5	-1	-5	-3
CN(C)S(=O)(=O)c1cccc(NC(=O)CSc2nncn2C)c1	3	i	-4	-2	8	-0.7	-9	9	-6
CC1Cc2nc(SCC(=O)NCCc3ccccc3)n(C)c(=O)c2S1 (centres undefined)	-1	i	-6	-5	-1	0.8	-2	1	-1
CC1CCCC(C)N1C(=O)CSc1nc(N)c(-c2ccccc2)c(=O)[nH]1 (centres undefined)	-2	i	-7	-5	5	1.6	-2	4	2
CN1CCN(CC(O)COc2ccc(C34CC5CC(CC(C5)C3)C4)cc2)CC1 (centres undefined)	5	i	-2	3	10	0.0	-7	-12	1
COc1ccc(N2CCN(C(=O)c3ccc4c(=O)n(CCc5ccc(OC)c(OC)c5)c(=O)[nH]c4c3)CC2)cc1	-1	i	3	-1	0	-0.1	-3	0	-2
Cc1ccc(S(=O)(=O)N2CCC(C(=O)N3CCCC3C(=O)N[C@@H](CC(C)C)C(=O)NCC(N)=O)CC2)cc1 (some centres undefined)	0	i	-4	4	0	-0.1	-2	-2	-1
CC[C@H]1CN2CCc3cc(OC)c(OC)cc3[C@@H]2C[C@@H]1C[C@H]1NCCc2cc(OC)c(OC)cc21	-34	i	-8	-9	-10	·	-5	16	6
COC(=O)c1ccc(Cn2c(C)c(C(=O)NCc3cccc(C(F)(F)F)c3)sc2=O)o1	4	i	3	9	-5	-1.0	-2	-2	2
COc1ccc(C(=O)Nc2ccccc2C(=O)NC(Cc2ccc(O)cc2)C(=O)NNC(=O)c2ccccc2)cc1 (centres undefined)	2	i	-11	-6	2	0.4	-1	13	-3
O=C(O)CCC(=O)NCC1OCCc2ccccc21 (centres undefined)	7	i	1	-8	6	3.0	-4	-12	1
CC(=O)c1ccc(S(=O)(=O)NC2CC(=O)N(c3ccc(C)c(C)c3)C2)cc1 (centres undefined)	5	i	2	-4	-6	-1.1	-1	22	-1
O=C1CSC(=S)N1c1cccc(O)c1	8	i	2	0	-7	-0.2	1	-1	-1
O=C(COc1cccc(NC(=O)c2cccs2)c1)c1ccc(F)cc1	0	i	-2	22	-1	-0.4	-1	7	-1
CCc1nc2ccc(C(=O)NCCCN3CCN(c4ccccc4F)CC3)cc2nc1CC	2	i	7	-4	9	0.8	-5	-12	4
CCOCCOC(=O)COC(=O)c1ccccc1NC(=O)c1ccccc1	4	i	9	14	3	1.9	-3	13	-1
COc1ccc(-c2cc(N3CCN(CCO)CC3)n3nccc3n2)cc1	4	·	-1	-7	5	0.2	-1	-1	-7

Individual results from the list.
Result of `O=C(CCS(=O)(=O)c1ccccc1)NCCS(=O)(=O)c1ccccc1` in FAS TE block: -5
Result of `O=C(O)c1ccccc1SCC(=O)N1CCCCC1` in NRP1-CendR mod: 28*

The listing continues:
SMILES	MT1-MMP act inh	Neddylation inh	NRP1-CendR mod	FAS TE block	E coli Lon inh	MsrA inhibitor	MsrA act	SKN-1 block	Rin1-Abl PPI inh
Cc1ccc(S(=O)(=O)NNC(=S)Nc2cccc(C)c2C)cc1	0	i	5	-7	-7	-0.2	-6	13	-4
COc1cccc(/C=N/NC(=O)c2ccccc2NC(=O)c2ccco2)c1OC	3	i	2	6	-16	0.9	1	4	-3
CCOc1ccccc1-c1nc(-c2cc3ccccc3nc2OC)no1	-7	i	-15	17	-25	0.1	-4	5	4
C=CCOC(=O)C1=C[C@H](c2cn(C(C)=O)c3ccccc23)[C@@H](CCCO)[C@H](OCC)O1	3	i	17	0	-6	-0.6	-3	6	2
COc1ccc(CNC(=O)c2cn(Cc3ccc(OC(C)=O)cc3)c(=O)s2)cc1	2	i	3	3	-3	-0.1	-5	2	-1
Cn1c(SCCCC(=O)c2ccccc2)nnc1-c1ccncc1	4	i	8	2	2	0.4	-2	8	4
COc1cc(CN(C)C(C)C(=O)Nc2ccc([N+](=O)[O-])cc2Cl)ccc1OC(F)F (centres undefined)	-1	i	1	19	4	-0.2	-7	7	4
Cc1cc(NC(=O)C2CCCCC2)n(-c2nc3ccccc3[nH]2)n1	-4	i	12	13	3	-2.7	-3	-12	-1
Cc1ccc(S(=O)(=O)NCc2ccccc2)cc1C(=O)N(C)CC(=O)Nc1c(Cl)cccc1Cl	2	i	-4	2	3	-1.0	2	-5	2
COc1cccc(-c2nn(-c3ccccc3)cc2C(=O)Nc2nccs2)c1	-17	i	-7	23	2	2.4	-2	5	-5
Cc1cc(C)n2nc(SCC(=O)c3ccccc3)nc2n1	0	i	-1	-7	-6	0.1	-1	17	-2
N#Cc1ccc(OCC(=O)OCC(=O)Nc2sccc2C(N)=O)cc1	3	i	-4	3	-8	1.4	-4	1	3
O=C(Nc1ccccc1C(=O)N1CCCC1)C1COc2ccccc2O1 (centres undefined)	1	i	-4	-1	-5	0.6	-3	2	-4
CC1CCN(S(=O)(=O)CCNC(=O)c2ccc3c(c2)OCO3)CC1	-1	i	-5	-3	-14	1.9	0	-7	-2
CN1CCN(/N=C2/C(=O)Nc3ccc([N+](=O)[O-])cc32)CC1	3	i	9	-5	1	3.3	-3	-6	-5
CCOC(=O)C1CCCN(C(=O)c2ccc(C)c([N+](=O)[O-])c2)C1 (centres undefined)	2	i	-6	-10	-4	0.1	-1	10	-4
Nc1nc(SCC(=O)Nc2ccc([N+](=O)[O-])cc2)[nH]c(=O)c1NC(=O)c1ccc(Br)cc1	-1	i	-11	47	5	0.3	-8	4	3
O=C(CNC(=O)c1ccc(Cl)cc1)OCC(=O)c1ccccc1	2	i	18	-4	-4	-0.6	-2	7	-1
COc1cccc(C(=O)CSc2nnc(-c3cc(OC)c(OC)c(OC)c3)o2)c1	3	i	6	24	-5	0.6	-3	11	2
COc1ccc(C)cc1NC(=S)N1CCN(c2ccccn2)CC1	1	i	-8	-7	-2	-0.1	-2	5	3
Cc1nc2nc(CCNS(=O)(=O)c3ccc(Cl)cc3)cn2nc1C	-3	·	5	-4	-15	0.1	-3	-1	-1
CC1(CCl)N([O-])C2=C(CCCC2)[N+]1=O (centres undefined)	-2	i	-4	-5	0	-0.1	-4	6	-2
CCN(CC)c1ccc(CNc2ccc(Br)cn2)cc1	3	i	-11	1	-5	0.1	-2	13	3
CCOC(=O)CNC(=O)CSc1nnc(-c2ccncc2)n1-c1ccc(Cl)cc1	3	i	10	-9	0	-0.6	-2	-7	0
OCCN1CCN(CCCc2c3c(cc4c2CCC4)CCC3)CC1	1	i	4	-5	-7	0.4	-4	-2	2

Following part.
SMILES	MT1-MMP act inh	Neddylation inh	NRP1-CendR mod	FAS TE block	E coli Lon inh	MsrA inhibitor	MsrA act	SKN-1 block	Rin1-Abl PPI inh
NC(=O)C1CCN(C(=O)CN2CCN(c3cccc(C(F)(F)F)c3)CC2)CC1	1	i	13	-4	10	0.4	0	24	-3
COc1cccc(NC(=O)CN(C)C(=O)CCNC(=O)c2ccccc2OC)c1	-4	i	-20	-5	6	0.3	-6	-4	4
O=C(NCc1ccccc1)C1Cc2ccccc2CN1C(=O)c1ccco1 (centres undefined)	-2	i	-2	0	-4	0.0	-7	1	7
COC(=O)c1ccc(C(=O)OC)c(NC(=O)Nc2ccc3c(c2)OCO3)c1	0	i	4	-7	8	0.6	-2	6	0
Cn1c(=O)cc(OCC(=O)NCCCN2CCN(Cc3ccccc3)CC2)c2ccccc21	1	i	-4	-1	-1	-0.4	-1	-5	-3
CCN(CC)CCCNC(=O)C1c2ccccc2C(=O)N1Cc1ccc(C)cc1 (centres undefined)	-3	i	19*	-9	10	2.7	-3	7	1
O=C(Nc1ccccc1)C1C2CCCCC21 (centres undefined)	1	i	-6	-4	11	-1.4	-1	5	-2
COc1ccc(NC(=O)Cn2cc(S(=O)(=O)Cc3ccccc3)c3ccccc32)c(OC)c1	3	i	-9	1	-7	0.9	-4	11	0
COc1ccc(N2CCN(S(=O)(=O)CCNC(=O)COc3ccccc3C)CC2)cc1	-4	i	7	2	0	0.2	0	4	3
Cc1ccc(C(=O)CCC(=O)N2CCN(c3ccccc3O)CC2)cc1	0	i	4	-2	-15	1.1	-2	-12	0
Cc1cccc(/C(N)=N/OC(=O)c2ccc(Cl)cc2Cl)c1	-1	i	-5	8	-8	-1.0	-3	-9	-1
Cn1c(=O)[nH]c(=O)c2c1nc(SCC(=O)O)n2CCOc1ccccc1	-1	i	5	-11	-11	-1.0	-4	-9	-1
Cc1ccc(C)c(S(=O)(=O)N2CCN(Cc3ccc(O)c4ncccc34)CC2)c1	-15	i	-16	9	-1	-0.5	-3	-2	0
Cc1ccc(-n2cc3c(-c4cccc(Br)c4)nnc(C)c3n2)cc1	-101	i	136	-34	-391	0.7	-10	75	1
c1ccc(-c2noc(CC3CCCCC3)n2)nc1	4	i	19	0	2	1.3	-1	-8	0
CCc1ccc(C(=O)COC(=O)CNC(=O)Cc2ccccc2)cc1	-3	i	6	1	1	0.0	-5	4	4
Cc1ccc(S(=O)(=O)c2c(N)n(CCCO)c3nc4ccccc4nc23)cc1	-2	·	18	11	5	2.4	-7	14	4
CN=C(Nc1ccc(C)c(C)c1)SC1CC(=O)N(c2ccc(OC)cc2)C1=O (centres undefined)	-3	i	-6	20	-13	0.3	-7	2	1
COc1ccc(CC(=O)Nc2ccc(-c3noc(-c4cccc(OC)c4)n3)cc2)cc1	6	i	0	4	0	0.8	-14	1	-3
[O-]/C(=C(\C(=S)NCc1ccccc1)[n+]1ccccc1)c1ccc(Cl)cc1	1	i	-25	-2	-4	0.9	-1	-1	2
O=c1[nH]cnc2c1c(-c1ccccc1)cn2-c1ccc(Br)cc1	-4	i	-10	4	-10	0.7	-3	5	2
COc1ccc(SCCN2CC[C@@H](C(C)(C)C)CCC2=O)cc1	-1	i	5	21	-7	2.1	-3	17	0

Molecules listed so far that contain a CF3 group:
SMILES	MT1-MMP act inh	Neddylation inh	NRP1-CendR mod	FAS TE block	E coli Lon inh	MsrA inhibitor	MsrA act	SKN-1 block	Rin1-Abl PPI inh
COC(=O)c1ccc(Cn2c(C)c(C(=O)NCc3cccc(C(F)(F)F)c3)sc2=O)o1	4	i	3	9	-5	-1.0	-2	-2	2
NC(=O)C1CCN(C(=O)CN2CCN(c3cccc(C(F)(F)F)c3)CC2)CC1	1	i	13	-4	10	0.4	0	24	-3

Complete entries, looked up by structure.
NC(=O)C1CCN(C(=O)CN2CCN(c3cccc(C(F)(F)F)c3)CC2)CC1 across the screens: MT1-MMP act inh: 1; Neddylation inh: i; NRP1-CendR mod: 13; FAS TE block: -4; E coli Lon inh: 10; MsrA inhibitor: 0.4; MsrA act: 0; SKN-1 block: 24; Rin1-Abl PPI inh: -3
Cc1ccc(S(=O)(=O)c2c(N)n(CCCO)c3nc4ccccc4nc23)cc1 across the screens: MT1-MMP act inh: -2; Neddylation inh: ·; NRP1-CendR mod: 18; FAS TE block: 11; E coli Lon inh: 5; MsrA inhibitor: 2.4; MsrA act: -7; SKN-1 block: 14; Rin1-Abl PPI inh: 4
